GRP78 ERSR act: qHTS for Inducers of the Endoplasmic Reticulum Stress Response (ERSR) in Human Glioma: qHTS | U87-MG GRP78 promoter luciferase reporter, 16 h | Potency, µM, inactives show at the top dose activation, actives largely listed as activators | 420,000 tested, 0.02% active | AID 602332, 2012; further: potency means the concentration at half of the fitted maximal effect; series mostly up to about 76 µM; % of control where 0% means no effect; nearly all actives have a fitted effect of over 35% in size
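Stably transfected U87-MG human glioma cells carrying a GRP78-based luminescent sensor were seeded at 1000 cells/well, pin-dosed with compounds and incubated 16 h. Luciferase reagent was then added, and end-point luminescence was read after 10 min at room temperature.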
rTrxR1 inhibitor: qHTS Assay for Inhibitors of Mammalian Selenoprotein Thioredoxin Reductase 1 (TrxR1): qHTS; recombinant rTrxR1, NADPH fluorescence consumption, selenite substrate; Potency, µM (highest dose often 114 µM), inactives show top-dose activity change, negative = inhibition, usual class: inhibitors; 390,000 tested, 1% active; AID 588453, 2011; further: potency means the concentration at half of the fitted maximal effect; on the % scale 0 is the no-effect control and ±100 the full control effect; nearly all actives have a fitted effect of over 65% in size
Target sequence (O89049 whole entry, looked up): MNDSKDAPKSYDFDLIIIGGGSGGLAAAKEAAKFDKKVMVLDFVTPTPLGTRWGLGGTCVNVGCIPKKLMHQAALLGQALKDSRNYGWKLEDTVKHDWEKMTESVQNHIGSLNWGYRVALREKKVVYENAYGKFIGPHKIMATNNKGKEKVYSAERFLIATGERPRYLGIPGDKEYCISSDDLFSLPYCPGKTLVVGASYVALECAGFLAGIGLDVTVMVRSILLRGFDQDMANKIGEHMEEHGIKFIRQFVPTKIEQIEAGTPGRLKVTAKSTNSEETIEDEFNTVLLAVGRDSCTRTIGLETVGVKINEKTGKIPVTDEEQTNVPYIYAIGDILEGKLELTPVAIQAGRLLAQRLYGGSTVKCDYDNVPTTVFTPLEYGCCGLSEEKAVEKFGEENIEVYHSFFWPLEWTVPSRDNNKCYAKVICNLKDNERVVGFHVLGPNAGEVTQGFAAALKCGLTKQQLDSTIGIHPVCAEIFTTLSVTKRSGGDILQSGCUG
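Rat TrxR1 (90 nM in the dispensed reagent) was pre-reduced with 400 uM NADPH for 5 min at room temperature, then incubated with compound for 15 min. After 400 uM selenite was added, NADPH fluorescence (Ex 340/Em 450 nm) was followed for 8 min.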
TrxR1 substrate: qHTS Assay for Substrates of Mammalian Selenoprotein Thioredoxin Reductase 1 (TrxR1): qHTS | Thioredoxin reductase 1, cytoplasmic (Rattus norvegicus), O89049 | purified TrxR1 substrate turnover, NADPH consumption readout | Potency, µM (series often up to 114 µM), inactives show top-dose activity change, negative = substrate turnover | 390,000 tested, 0.01% active | AID 588456, 2011; further: potency means the concentration at half of the fitted maximal effect; on the % scale 0 is the no-effect control and ±100 the full control effect; nearly all actives have a fitted effect of over 50% in size
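Rat TrxR1, dispensed at 90 nM, was prereduced with 400 uM NADPH (final) for 5 min at ~22 deg C, then incubated with compound 15 min before 400 uM selenite. A first-read NADPH fluorescence drop versus no-compound background flagged substrates.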
USP1-UAF1 inh: Inhibitors of USP1/UAF1: Primary Screen; Ubiquitin carboxyl-terminal hydrolase 1 (Homo sapiens), O94782; recombinant USP1/UAF1, Ub-Rhodamine cleavage fluorescence; Potency, µM (doses to about 57.1 µM), for inactives: at the highest dose activity change, negative = inhibition, actives largely listed as inhibitors; 390,000 tested, 0.23% active; further: potency means the concentration at half of the fitted maximal effect; on the % scale 0 is the no-effect control and ±100 the full control effect; nearly all actives have a fitted effect of over 60% in size; inactives centre near -12
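In this screen, compounds sit with the deubiquitinase complex (1nM) for 15 min at room temperature before Ub-Rho is added at 150nM final. Fluorescence rise is then followed for 6 reads every 60 seconds.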
RGS4 inhibitor: Inhibitors of Regulator of G Protein Signaling (RGS) 4: qHTS | Regulator of G-protein signaling 4 (Homo sapiens), P49798 | Transcreener GDP fluorescence polarization, RGS4-accelerated GTP hydrolysis | Potency, µM (highest dose often 114 µM), for the others: at the top dose activity change, negative = inhibition, hits mostly inhibitors | 390,000 tested, 0.039% active; further: potency means the concentration at half of the fitted maximal effect; on the % scale 0 is the no-effect control and ±100 the full control effect; nearly all actives have a fitted effect of over 75% in size; some results filed as inactive show a strong effect at the top dose
Target sequence (P49798 whole entry, looked up): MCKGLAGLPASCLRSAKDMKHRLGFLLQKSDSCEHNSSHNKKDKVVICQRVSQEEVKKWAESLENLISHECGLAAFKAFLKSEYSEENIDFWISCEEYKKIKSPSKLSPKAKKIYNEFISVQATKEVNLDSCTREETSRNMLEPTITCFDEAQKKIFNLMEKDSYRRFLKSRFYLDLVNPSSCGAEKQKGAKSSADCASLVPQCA
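MLSMR compounds (23 nl, pin-transferred) preincubated 10 min at room temperature with a 500nM (2x) first reagent, then RGS4 at 900nM (2x) plus Transcreener GDP mix added; fluorescence polarization (620/688 nm) read before and after 90 min at 30 °C.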
mIDH1 inhibitor: qHTS for Inhibitors of mutant isocitrate dehydrogenase 1 (IDH1): qHTS. Isocitrate dehydrogenase [NADP] cytoplasmic (Homo sapiens), O75874. IDH1-R132H enzyme, NADPH consumption, diaphorase/resazurin fluorescence. Potency, µM (doses to about 76.6 µM), for inactives: top-dose activity change, negative = inhibition, actives largely listed as inhibitors. 390,000 tested, 0.093% active. AID 602179, 2012; further: potency means the concentration at half of the fitted maximal effect; on the % scale 0 is the no-effect control and ±100 the full control effect; nearly all actives have a fitted effect of over 65% in size
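IDH1-R132H (0.5 ug/mL dispensed) in pH 7.5 Tris buffer was preincubated 30 min with compound, then given a substrate mix of 0.016 mM NADPH and 2 mM alpha-KG for 80 min at room temperature; remaining NADPH was read by diaphorase/resazurin fluorescence.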
LDHA block: qHTS assay for inhibitors of human lactate dehydrogenase | L-lactate dehydrogenase A chain (Homo sapiens), P00338 | purified LDHA, NADH/diaphorase-resazurin fluorescence; stronger effect = lower value | activity change, % (values are at about 110 or 230 µM) | 480,000 tested, 0.15% active; in the data active means activity change below about -30%; inconclusive means mostly about -25% to -30%;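 further: plate controls were DMSO wells for no effect and wells without enzyme for full effect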
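Remaining NADH was detected by diaphorase (0.133 mg/mL) converting 37 µM resazurin to fluorescent resorufin, read at 0 and 20 minutes. The preceding 5-minute room-temperature reaction used 2 nM LDHA, 0.2 mM sodium pyruvate and 0.06 mM NADH at pH 7.4.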
Vif-APOBEC3F blk: qHTS for Inhibitors of Vif-A3F Interactions: qHTS; HeLa A3F-eYFP + Vif (tagged APOBEC3F with the HIV-1 protein that degrades it), YFP fluorescence increase; Potency, µM (series often up to 46.1 µM), without a hit: top-dose activity, negative = active; 390,000 tested, 0.2% active; further: potency means the concentration at half of the fitted maximal effect; % of control where 0% means no effect; nearly all actives have a fitted effect of over 65% in size
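HeLa cells stably expressing Vif plus C-terminally eYFP-tagged A3F were seeded, incubated overnight at 37 deg C, dosed with compound, incubated overnight again at 37 deg C. Yellow fluorescence (Ex 488/Em 500-530) reported blocked Vif-mediated A3F-eYFP degradation.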
Vif-APOBEC3G blk: qHTS for Inhibitors of Vif-A3G Interactions: qHTS. DNA dC->dU-editing enzyme APOBEC-3G (Homo sapiens), Q9HC16. HeLa A3G-eYFP + Vif (tagged APOBEC3G with the HIV-1 protein that degrades it), YFP fluorescence, overnight. Potency, µM (top dose mostly 46.1 µM), for inactives: at the highest dose activity, negative = active, usual class: inhibitors. 410,000 tested, 0.076% active. AID 602310, 2012;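 further: potency means the concentration at half of the fitted maximal effect; on the % scale 0 is the no-effect control and ±100 the full control effect; nearly all actives have a fitted effect of over 60% in size; hits raise eYFP signal because A3G escapes Vif-driven loss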
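HeLa cells stably expressing Vif and C-terminally eYFP-tagged A3G, seeded overnight at 37 deg C, then exposed to compound by pintool overnight at 37 deg C. Rise in yellow fluorescence (Ex 488/Em 500-530, Acumen) marks blocked Vif-driven A3G degradation.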
* hit, by the source's call; ? = inconclusive; . = not tested or not shown; [ ] = remark or other dose. Unless noted, the call rests on the fitted dose curve; in most records, active means well fitted curve in the direction sought with a large enough effect; inconclusive means small, poorly fitted or top-dose-only effect, or another doubt; inactive means no such curve, though single readings can be large; an effect the other way counts as inactive or inconclusive. A portion of the library, so the mix of outcomes need not match the whole.

SMILES,mIDH1 inhibitor,Vif-APOBEC3G blk,rTrxR1 inhibitor,RGS4 inhibitor,GRP78 ERSR act,Vif-APOBEC3F blk,USP1-UAF1 inh,TrxR1 substrate,LDHA block
O=C(CN1CCOCC1)Nc1cc(C(F)(F)F)ccc1Cl,3%,-1%,7%[57.1 µM],-41%,-2%,11%,-8%,-5%[57.1 µM],-2
CCN1CCN(c2nc3c(c(=O)[nH]c(=O)n3C)n2Cc2ccccc2F)CC1,10%,4%,4%,21%,-3%,6%,3%,-4%,-5
CCN1C(=O)C(c2ccc(O)cc2)(c2ccc(O)cc2)c2ccccc21,9%,-5%,12%[11.4 µM],1%,-5%,-10%,-1%,6%[57.1 µM],-4
O=C(CCCCC(=O)NCc1cccs1)NCc1cccs1,0%,1%,11%,-9%,-4%,4%,-11%,5%,-5
Brc1cccc(-c2n[nH]c(-c3ccccc3)n2)c1,6%,-22%,-6%,3%,4%,-11%,-12%,-14%,0
CCCN1C(=O)C(O)(CC(=O)c2ccc(CC)cc2)c2ccccc21 (stereo not given),3%,-1%,16%[57.1 µM],-1%,-3%,-3%,4%,4%[57.1 µM],-2
CCOC(=O)c1ccc(NC(=O)c2nc[nH]c2C(=O)N2CCN(c3ccccc3)CC2)cc1,2%,1%,19%,3%,-6%,2%,?,8%,1
COc1ccc(Oc2ccc(/C=N/NC(=O)c3cccnc3)cc2[N+](=O)[O-])cc1,1%,-15%,16%[57.1 µM],-26%,2%,-12%,-18%,-7%[57.1 µM],-1
CC(=O)Cn1c(C(F)(F)F)nc2ccccc21,-3%,3%,?,16%,-4%,-2%,1%,-4%,-13
COc1ccc(C(=O)CC(Sc2ccccc2N)c2ccc(OC)cc2)cc1 (stereo not given),2%,-6%,.,.,1%,-6%,-5%,.,-10
COc1ccc(Cl)cc1NC(=O)c1sc2nc3c(cc2c1N)CN(C)CC3,-8%,-3%,47%[activator],-18%,-5%,-24%,-26%,11%,-8
CN(C)CCCN(C(=O)c1ccc(S(=O)(=O)N2CCc3ccccc3C2)cc1)c1nc2c(F)cccc2s1,3%,1%,0%,0%,-5%,-27%,-13%,-7%,-3
Cc1ccc(C(=O)CSc2ncnc3sc4c(c23)CCC(C)C4)cc1 (stereo not given),0%,1%,3%,-9%,6%,?,3%,5%,-2
Cc1ccc(NC(=O)CCC(=O)N/N=C/c2ccccc2O)cc1,6%,-8%,14%,-31%,0%,1%,-10%,8%,0
O=c1c(/C=N\NS(=O)(=O)c2ccccc2)coc2ccc(Cl)cc12,-2%,5%,3%,-5%,-8%,-4%,-20%,-7%,0
COc1ccc(/C=N/N=C2/SCC(=O)N2Cc2ccccc2)cc1,3%,0%,-8%[57.1 µM],-14%,0%,-1%,-12%,2%,-2
CC[C@@]1(C(=O)OC)N[C@H](CN(C)C(=O)Nc2ccc(OC)cc2)[C@@H]2C(=O)N(C)C(=O)[C@@H]21,9%,2%,2%,14%,-1%,6%,-11%,-2%,10
CCOc1ccc(CNS(=O)(=O)c2c(C(=O)N3CCCC3)c(C)n(C)c2C)cc1OC,-1%,3%,12%,21%[11.4 µM],-3%,-2%,-12%,2%,-3
CC(C)Cc1nnc(NC(=O)C2CCCC2)s1,-5%,-4%,1%,-8%,3%,-10%,4%,-2%,4
C[C@H](CO)N1C[C@H](C)[C@@H](CN(C)S(=O)(=O)c2cn(C)cn2)Oc2ncc(Br)cc2C1=O,14%,-2%,.,.,-5%,4%,-27%,.,0
Cc1cc(OCC#N)nc(N)n1,-10%,-3%,14%,3%,0%,3%,-8%,-10%,-10
COc1c(C(=O)N2CCCC2)ccc2ccccc12,1%,0%,13%,-7%,-5%,6%,-18%,4%,-4
CCCCNC(=O)c1ccc(CS(=O)(=O)c2ccc(C)cc2)o1,3%,5%,-49%,-13%,2%,2%,-19%,-17%[57.1 µM],0
CCN(CC)CCn1c(C)nc2ccccc21,-4%,0%,12%,13%,-3%,-5%,-6%,2%,-10
Cc1nn2c(NCCN(C)C)c3c(nc2c1-c1ccccc1)CCCC3,-1%,5%,-11%,3%,-1%,-5%,-22%,-6%,3
O=C(NCc1ccccn1)Nc1cccc([N+](=O)[O-])c1,-2%,-1%,18%,-6%,-3%,-4%,-25%,4%,-3
COC(=O)c1ccccc1NC(=O)C1CCCN(S(=O)(=O)c2ccc(F)cc2)C1 (stereo not given),8%,0%,7%[57.1 µM],-32%,-1%,5%,-17%,-7%[57.1 µM],0
S=C(NCc1ccco1)Nc1ccccc1Cl,5%,2%,-16%,3%,4%,-2%,-11%,3%,-1
O=C1CC(SCCc2nc3ccccc3[nH]2)C(=O)N1c1ccc(Cl)cc1 (stereo not given),-2%,10%,2%,2%,-5%,-7%,5%,-2%,-10
O=C(NCCCO)/C(=C\c1ccco1)NC(=O)c1ccco1,1%,1%,-7%,-2%,-3%,0%,-19%,-6%,2

Whole records as entered above. Order of screens: mIDH1 inhibitor | Vif-APOBEC3G blk | rTrxR1 inhibitor | RGS4 inhibitor | GRP78 ERSR act | Vif-APOBEC3F blk | USP1-UAF1 inh | TrxR1 substrate | LDHA block
CC(C)Cc1nnc(NC(=O)C2CCCC2)s1 is entered as -5% | -4% | 1% | -8% | 3% | -10% | 4% | -2% | 4
O=C1CC(SCCc2nc3ccccc3[nH]2)C(=O)N1c1ccc(Cl)cc1 (stereo not given) is entered as -2% | 10% | 2% | 2% | -5% | -7% | 5% | -2% | -10
CC[C@@]1(C(=O)OC)N[C@H](CN(C)C(=O)Nc2ccc(OC)cc2)[C@@H]2C(=O)N(C)C(=O)[C@@H]21 is entered as 9% | 2% | 2% | 14% | -1% | 6% | -11% | -2% | 10
S=C(NCc1ccco1)Nc1ccccc1Cl is entered as 5% | 2% | -16% | 3% | 4% | -2% | -11% | 3% | -1

Further records:
SMILES,mIDH1 inhibitor,Vif-APOBEC3G blk,rTrxR1 inhibitor,RGS4 inhibitor,GRP78 ERSR act,Vif-APOBEC3F blk,USP1-UAF1 inh,TrxR1 substrate,LDHA block
Cc1ccc(S(=O)(=O)N2CN(CC3CCCO3)c3nc4ccccc4nc32)cc1 (stereo not given),-7%,-5%,-1%,44%,0%,?,-25%,9%,-1
Cc1ccc(C(=O)Nc2nnc(SCc3cc(=O)n4ccc(C)cc4n3)s2)cc1,-13%,1%,2%[57.1 µM],2%,1%,6%,?,1%[57.1 µM],-2
O=C(CNC(=O)c1ccc(Br)o1)NNC(=O)c1cccc(Cl)c1,-9%,3%,8%[57.1 µM],25%,0%,3%,-2%,2%[57.1 µM],-4
Cc1ccc(-n2nnnc2CN2CCCCC2)cc1,8%,0%,10%[57.1 µM],1%,0%,0%,?,7%[57.1 µM],-6
O=C(c1cccs1)N1C[C@@H](O)[C@H](n2cc(C3CC3)nn2)C[C@@H]1c1ccccc1,6%,1%,.,.,-3%,7%,7%,.,-6
O=C(O)CC(SCC(=O)NC1CCCc2ccccc21)C(=O)O (stereo not given),9%,1%,27%,28%[11.4 µM],-2%,-14%,-9%,2%,-6
CC(OC(=O)c1cccc(-n2cnnn2)c1)C(=O)NC1(C#N)CCCCC1 (stereo not given),-8%,-1%,27%,14%,-3%,1%,-24%,7%,-4
CCNC(=O)NC(=O)C(C)OC(=O)C1CCN(S(=O)(=O)c2ccccc2F)CC1 (stereo not given),4%,1%,-20%,18%,5%,2%,2%,-16%,-3
NS(=O)(=O)c1ccc(NC(=O)CSc2nc3ccccc3[nH]2)cc1,-1%,0%,16%[57.1 µM],-21%,-1%,-6%,-10%,-2%[57.1 µM],-5
Cc1ccccc1N1C(=O)c2ccccc2N2C(=O)c3ccccc3C12 (stereo not given),1%,-11%,5%[57.1 µM],33%,-3%,4%,-5%,8%[57.1 µM],-3
c1ccc(-c2cn3nc4c(nc3n2)CCCC4)cc1,9%,2%,-22%,-12%,-13%,-11%,-26%,95%[activator],8

Screening results (PubChem BioAssay)
